HTR5A inv ctr: HTR5A inverse agonism, opioid heterodimer counter-screen; HTR5A cell line, luminescence; inhibition, % at 9.3 µM; 0.083% of 340,000 active; in the data active = inhibition mostly above about 23%, no sharp cut-off; inactive = mostly below about 18%;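 note: 0% = cells with DMSO and 100% = no-cell wells with DMSO; some compounds called inactive have numbers as strong as hits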
Target sequence (P47898 whole entry, looked up): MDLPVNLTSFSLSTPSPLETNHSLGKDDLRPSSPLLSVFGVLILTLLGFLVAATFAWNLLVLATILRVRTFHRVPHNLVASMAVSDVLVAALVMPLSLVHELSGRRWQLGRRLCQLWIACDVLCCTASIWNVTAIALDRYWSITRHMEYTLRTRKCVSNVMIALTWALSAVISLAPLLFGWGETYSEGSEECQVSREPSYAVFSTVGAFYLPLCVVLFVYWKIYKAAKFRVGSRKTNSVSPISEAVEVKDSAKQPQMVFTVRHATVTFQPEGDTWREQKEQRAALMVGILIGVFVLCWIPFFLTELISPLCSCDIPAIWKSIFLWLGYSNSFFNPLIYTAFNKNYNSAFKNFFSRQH
cardiac RTF act: increases calcium sensitivity of human cardiac regulated thin filaments; P19429+P45379; IANBD-labeled TnC RTF fluorescence at EC20 calcium; 0% EC20 calcium, 100% full calcium; activation, % at 7.2 µM; 0.24% of 340,000 active; AID 493008;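 active = activation above the mean over all tested compounds plus 3 SD, cut at about 30% in these data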;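 note: rise in fluorescence read as greater calcium sensitivity of cardiac thin filaments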
RTF Ca sens inh: cardiac RTF calcium desensitization; P19429+P45379; IANBD-labeled cardiac RTF, Ca2+ fluorescence; inhibition, % at 7.15 µM; 0.12% of 340,000 active; AID 493244;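 active = inhibition above the mean inhibition of all tested compounds plus 3 SD, cut at about 17% in these data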;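 note: assay run at fixed EC70 calcium of 1.6 mM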
MOR-DOR ag: OPRM1-OPRD1 heterodimerization agonism | P35372+P41143 | cells, luminescence | activation, % at 9.3 µM | 0.3% of 340,000 active | AID 504326; in the data active = activation above about 18%;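 note: 0% = vehicle-treated cells and 100% = reference agonist; values of inactives mirror those of a sister screen read the other way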
HTR5A ag: HTR5A agonism, opioid heterodimer counter-screen | P47898 | HTR5A agonist assay, luminescence, cell-based | activation, % at 9.3 µM | 0.61% of 340,000 active; in the data active = activation mostly above about 9.5%, no sharp cut-off; inactive = mostly below about 7.6%;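 note: 0% = cells with vehicle only and 100% = reference agonist; strong numbers were not always called active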
OPRM1-OPRD1 inv: inverse agonist of human OPRM1-OPRD1 heterodimerization; P35372+P41143; cell-based MOR-DOR heterodimer luminescence, inverse agonism; inhibition, % at 9.3 µM; 0.21% of 340,000 active; in the data active = inhibition above about 22%, passing the limit was not always enough;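 note: 0% = cells with DMSO and 100% = wells without cells with DMSO; values of inactives mirror those of a sister screen read the other way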
CAL-PDZ inh HTS: CAL PDZ (human) peptide binding inhibition; Q9HD26; purified CAL PDZ, TMR-peptide fluorescence polarization, 1 h; inhibition, % at 24.9 µM; 0.92% of 300,000 active;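 active = mean inhibition of at least 30% with at least half of replicates also reaching 30%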;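 note: 0% = DMSO neutral control and 100% = excess unlabeled competitor peptide PRC23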
Keap1-Nrf2 PPI: inhibitors of human Keap1-Nrf2 protein-protein interaction; Q14145; 0.15% of 340,000 active; AID 504523; Keap1 Kelch-Nrf2 peptide fluorescence polarization, 1536-well; inhibition, % at 9.4 µM; in the data active = inhibition above about 12%;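 note: human Keap1 Kelch domain with fluorescein labeled Nrf2 9mer peptide probe; 0% = neutral control wells and 100% = peptide positive control; higher means more block of Keap1 binding to Nrf2 peptide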
Target sequence (Q14145 whole entry, looked up, the tested form may be a part): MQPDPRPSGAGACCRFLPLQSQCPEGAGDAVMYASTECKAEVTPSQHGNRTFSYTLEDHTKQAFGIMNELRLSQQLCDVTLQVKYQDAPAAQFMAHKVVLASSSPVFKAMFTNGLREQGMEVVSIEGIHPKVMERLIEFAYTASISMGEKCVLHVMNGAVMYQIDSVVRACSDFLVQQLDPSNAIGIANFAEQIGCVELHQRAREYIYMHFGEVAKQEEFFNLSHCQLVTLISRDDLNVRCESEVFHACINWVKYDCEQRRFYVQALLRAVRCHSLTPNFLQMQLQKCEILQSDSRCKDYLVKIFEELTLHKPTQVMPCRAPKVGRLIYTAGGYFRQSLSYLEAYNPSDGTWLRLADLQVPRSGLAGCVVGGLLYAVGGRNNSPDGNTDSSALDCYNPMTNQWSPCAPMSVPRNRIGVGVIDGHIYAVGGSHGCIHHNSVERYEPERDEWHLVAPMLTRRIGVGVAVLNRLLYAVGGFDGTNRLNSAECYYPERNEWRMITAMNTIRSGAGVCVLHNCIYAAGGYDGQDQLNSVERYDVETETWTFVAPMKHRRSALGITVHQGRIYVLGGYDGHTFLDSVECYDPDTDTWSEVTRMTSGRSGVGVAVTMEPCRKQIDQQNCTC
V-ATPase pH: alters yeast V-ATPase proton transport; response, % at 10 µM; 0.37% of 350,000 active; S. cerevisiae, pHLuorin cytosolic pH fluorescence; in the data active = response mostly above about 7.3%, no sharp cut-off; inactive = mostly below about 5.4%; note: actives read high; inactives centre near 0; some compounds called inactive have numbers as strong as hits; reference of the scale not given here
LANA DNA inh: inhibitors of KSHV LANA C-terminal domain DNA binding | MBP-C-LANA/FAM-LBS DNA binding, fluorescence polarization | inhibition, % at 9 µM | 0.078% of 340,000 active;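 active = highest replicate inhibition at or above 60% at 9 µM, even if other replicates fall short; inactive = all replicates below 60% inhibition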;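 note: 0% = neutral control wells and 100% = 4 µM acridine orange control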
Numbers without * were called inactive; nt = not tested or not shown.

SMILES	HTR5A inv ctr	cardiac RTF act	RTF Ca sens inh	MOR-DOR ag	HTR5A ag	OPRM1-OPRD1 inv	CAL-PDZ inh HTS	Keap1-Nrf2 PPI	V-ATPase pH	LANA DNA inh
COc1ccc(C(=O)/C=C/Nc2cc(C)on2)c(OC)c1	13.5	1.8	-4.3	-2.9	-4.4	14.6	-5.7	-8.3	2.9	-1.0
Cc1cc([N+](=O)[O-])ccc1N(C)C	-16.9	-3.6	-4.5	-2.2	-0.4	11.8	-5.4	2.2	1.2	1.1
COCCNC(=O)c1nn2cccnc2c1Cl	-8.3	-0.9	-4.1	-0.1	-2.1	0.8	-1.7	-0.8	1.4	0.9
C/C(=N\NC(=O)COc1ccc(C(C)(C)C)cc1)c1ccccc1	-20.5	2.4	-9.4	3.4	7.3	-17.9	-2.0	3.7	-1.8	-1.6
C/C(=N\Nc1nccnc1Cl)c1ccc(O)c(C)c1	-10.8	5.4	-5.4	0.9	2.9	-4.7	-2.6	-9.0	2.5	-1.7
COc1ccc(C=O)c(OCc2cn(CC(=O)c3ccc(O)cc3)nn2)c1	-1.0	1.4	2.3	-5.5	0.3	25.5	-0.2	-1.8	2.5	0.0
COc1ccc(N=C(C)C2=C(O)CSC2=O)cc1	-23.4	3.1	-0.7	1.5	8.9	-9.3	-3.2	-3.5	2.6	1.1
CN(Cc1ccon1)C(=O)CCc1nnc(CCCCc2ccccc2)o1	3.4	2.9	-1.9	-3.5	-1.2	16.5	7.4	-1.5	1.0	0.4
Cc1ccc(NC(=O)COc2ccc(-n3cnnn3)cc2)cc1C	-26.1	-1.0	-4.7	-0.6	3.7	3.4	-2.9	1.2	0.3	1.9
Cc1cccc(C)c1OCC(=O)Nc1cccc(-c2nnc(-c3ccccc3)o2)c1	-16.0	2.7	-21.7	0.5	0.9	-2.6	0.6	-4.2	0.8	0.6
CC(=O)c1cc(C)ccc1OC(=O)CN1C(=O)c2ccccc2C1=O	-0.1	-1.0	-2.4	-3.3	0.0	15.5	0.5	2.3	6.3	6.0
CCOC(=O)Nc1ccc(C)cc1Br	1.3	-0.3	-4.1	-2.0	-0.5	12.2	-1.7	-5.9	-0.7	1.5
Cc1nnc(NC(=O)c2ccc3c(c2)C(=O)N(CCC(C)C)C3=O)s1	-30.9	-1.0	-2.2	-2.0	1.1	10.8	0.5	-4.3	-1.2	0.7
Cn1c(CSc2nc3ccccc3s2)n[nH]c1=S	9.6	4.3	-3.3	-1.1	-6.9	5.8	-3.0	0.4	0.9	5.1
Cc1ccc(C)c(COc2coc(CN3CCN(C(=O)c4ccco4)CC3)cc2=O)c1	-41.8	0.6	-6.5	0.9	1.3	-5.9	-2.8	2.8	-4.1	0.0
O=C(NCCCN1CCOCC1)[C@@H]1CSC2c3ccccc3C(=O)N21 (some centres not stated)	4.3	0.1	-8.6	-3.6	1.7	15.1	-5.2	-0.1	0.8	-2.0
O=C(Nc1cccc(F)c1)C1CCN(C(=O)NCc2ccccc2)CC1	7.4	-7.5	-13.9	-1.2	-2.6	7.6	-4.1	-1.3	0.6	-0.4
CCCN(CCC)C(=O)Cn1c(=O)c2ccccc2n2c(=S)sc(-c3ccccc3C)c12	7.7	0.4	4.5	0.9	-5.2	-4.4	-1.9	1.7	-8.0	-0.1
Cc1ccc(S(=O)(=O)N2CCOCC2)cc1NC(=O)c1cccc(S(=O)(=O)N2CCCC2)c1	-26.1	0.8	2.6	-3.0	9.1	15.2	-0.7	-1.4	1.1	1.4
CCC(CC)COC(=O)C1=C(C)NC(=O)NC1c1cccc([N+](=O)[O-])c1 (configuration not stated)	-9.5	-5.9	-2.9	4.2	2.5	-20.9	-1.8	-1.1	0.4	1.3
COC(=O)c1c(C)cccc1C1CN=NC12Cc1ccccc1C2=O (configuration not stated)	3.4	-6.5	5.4	-0.5	-0.9	2.2	29.3	-6.3	-6.1	2.4
COc1cc(C(=O)N2CCN(C(=O)CC(C)C)CC2)cc(OC)c1OC	-10.3	4.5	7.7	-0.3	1.7	1.5	-0.6	-1.0	1.7	1.8
Nc1c(C(=O)NCc2ccccc2)nnn1Cc1ccccc1	-32.2	8.5	-6.6	0.8	12.5	-4.3	nt	4.7	5.5	-1.8
O=C(c1cc(-c2cccs2)nn1-c1ccccc1)N1CCN(S(=O)(=O)c2ccccc2)CC1	-5.5	15.4	-16.9	-0.5	2.3	2.3	-2.3	-1.2	-2.5	1.1
Cc1ccc(NC(=O)CN2CCN(Cc3ccccc3)CC2)cc1	-19.7	-0.8	-15.1	-3.4	5.4	17.4	-6.7	-0.6	0.0	-2.2
N/C(Cc1cccs1)=N\OC(=O)COc1ccc(Br)cc1	16.9	-2.6	-5.5	7.7	-7.7	-38.3	-0.9	2.3	2.5	-0.6
COc1ccc(N(C(=O)c2ccccc2OC)C2C=CS(=O)(=O)C2)c(OC)c1 (configuration not stated)	8.5	6.7	-0.4	-0.8	4.3	4.4	-4.6	-2.2	-1.2	-0.4
CC(c1ccco1)N(C(=O)COc1ccc(Cl)cc1)c1ccccn1 (configuration not stated)	7.7	4.0	2.2	-1.8	6.5	10.3	-1.5	1.1	4.4	1.4
CN1CCN(C(=O)C2CCN(c3ncnc4c3nc3n4CCCCC3)CC2)CC1	10.6	3.0	-1.3	1.3	3.9	-6.8	-1.3	-3.0	4.0	0.4
CCOc1ccc(C(=O)NCCCN2CCOCC2)cc1OCC	-0.8	2.1	-11.1	0.1	0.3	-0.2	2.5	-1.6	-0.3	-0.4
C/C(=N\NC(=O)c1cc(C)nc2ccccc12)c1cccs1	22.0	-4.0	-1.2	-3.6	-1.5	18.3	2.4	-0.3	1.4	0.5
Cc1nc2ccc(NC(=O)/C=C/C(=O)O)cc2nc1C	-2.7	3.9	-9.2	-0.8	1.0	4.3	4.0	2.0	0.1	0.7
C=CCNC(=O)c1oc2ccc(S(=O)(=O)N3CCC4(CC3)OCCO4)cc2c1C	6.0	5.6	0.7	2.7	-1.6	-13.8	0.6	-2.9	-1.1	0.1
COC(=O)Cn1c(C)nc2c(sc3nc(C)cc(C)c32)c1=O	3.3	10.2	-10.3	1.0	-1.1	-5.9	-3.2	-2.9	0.4	0.7
CCc1ccc(C(=O)COC(=O)CNC(=O)C2CCCCC2)cc1	-7.7	-9.5	1.8	-0.8	1.7	5.3	-1.1	-2.0	-1.1	-0.9
CCS(=O)(=O)N1CCN(C(=O)c2ccc(-c3ccccc3)cc2)CC1	11.2	7.0	-11.0	-1.7	0.1	10.1	-1.2	0.3	-5.4	0.3
COc1ccc(S(=O)(=O)N2CCN(C(=S)NCC3CCCO3)CC2)cc1OC (configuration not stated)	13.5	-3.0	0.2	-0.3	-5.3	1.3	2.4	-5.5	-4.3	-2.1
COc1ccccc1OCc1nnc(SCCN2CCOCC2)o1	-0.2	3.7	5.4	-1.6	0.1	7.8	-4.1	-1.9	-5.6	-0.6
CN(C)c1ccc(C(CNS(=O)(=O)c2cccc([N+](=O)[O-])c2)N2CCOCC2)cc1 (configuration not stated)	-17.6	-1.8	2.3	-1.2	0.2	6.7	-8.2	-1.8	-0.9	-1.7
CCOc1ccccc1/C=N/Nc1ccnc(=O)[nH]1	-11.0	-0.6	-4.4	-1.4	3.1	6.5	-10.2	-3.7	-3.3	0.1
CCc1c(C)nn(C(=O)/C(C#N)=C\N(C)C)c1C	-30.4	-3.6	-3.9	-3.7	-4.4	18.6	-0.4	-1.6	-0.1	-0.3
COc1ccc(CCC(=O)NNC(=O)c2cc(Cl)ccc2OC)cc1	-5.0	-2.5	-24.7	-0.5	1.9	4.0	4.4	-6.2	2.7	-0.2
O=C(C1CCCN(S(=O)(=O)c2cnc[nH]2)C1)N(CCc1ccccc1)Cc1ccccc1 (configuration not stated)	8.0	0.1	-7.9	-0.1	-2.7	0.5	nt	-1.5	-3.1	0.1
Cc1cccc2nc(CSCc3ccco3)cn12	-4.7	8.2	-5.0	-0.8	1.6	4.5	-2.1	-10.6	0.5	4.0
CCN(CC)S(=O)(=O)c1ccc(N2CCCC2)c(C(=O)Nc2ccc(OC)c(Cl)c2)c1	12.7	-19.0	0.3	-4.7	-1.6	24.0	-0.5	1.9	2.5	-0.9
CC(C)(C)c1ccc(NC(=O)COC(=O)CCN2C(=O)c3cccc([N+](=O)[O-])c3C2=O)cc1	5.3	-4.0	-7.9	-0.3	-2.0	1.7	-0.5	-0.9	-3.4	1.0
O=C(NCc1ccco1)C(c1ccco1)N(Cc1cccs1)C(=O)Cn1nnc2ccccc21 (configuration not stated)	-22.5	-1.1	-16.4	-3.2	1.6	16.1	0.8	-4.3	2.8	0.8
Cn1c(=O)c2c(SCC(=O)NCC3CCCO3)nc(CC(C)(C)C)nc2n(C)c1=O (configuration not stated)	-4.6	-4.0	-8.2	-0.9	-0.7	4.8	-5.8	-4.5	2.1	0.3

Next part (5 carried over from the part before).
SMILES	HTR5A inv ctr	cardiac RTF act	RTF Ca sens inh	MOR-DOR ag	HTR5A ag	OPRM1-OPRD1 inv	CAL-PDZ inh HTS	Keap1-Nrf2 PPI	V-ATPase pH	LANA DNA inh
Cc1cccc2nc(CSCc3ccco3)cn12	-4.7	8.2	-5.0	-0.8	1.6	4.5	-2.1	-10.6	0.5	4.0
CCN(CC)S(=O)(=O)c1ccc(N2CCCC2)c(C(=O)Nc2ccc(OC)c(Cl)c2)c1	12.7	-19.0	0.3	-4.7	-1.6	24.0	-0.5	1.9	2.5	-0.9
CC(C)(C)c1ccc(NC(=O)COC(=O)CCN2C(=O)c3cccc([N+](=O)[O-])c3C2=O)cc1	5.3	-4.0	-7.9	-0.3	-2.0	1.7	-0.5	-0.9	-3.4	1.0
O=C(NCc1ccco1)C(c1ccco1)N(Cc1cccs1)C(=O)Cn1nnc2ccccc21 (configuration not stated)	-22.5	-1.1	-16.4	-3.2	1.6	16.1	0.8	-4.3	2.8	0.8
Cn1c(=O)c2c(SCC(=O)NCC3CCCO3)nc(CC(C)(C)C)nc2n(C)c1=O (configuration not stated)	-4.6	-4.0	-8.2	-0.9	-0.7	4.8	-5.8	-4.5	2.1	0.3
O=C(/C=C/c1ccccn1)c1cc(Br)ccc1O	-7.1	-3.6	7.2	-2.8	2.5	15.3	-5.7	-5.3	-0.1	-1.1
O=C(Nc1cccc(NC(=O)c2nccc3ccccc23)c1)c1ccco1	13.4	12.3	1.7	-1.8	-0.1	10.1	-0.1	-2.1	0.8	3.9
COc1cccc(CCc2nnc(CCC(=O)N3CCN(Cc4ccccn4)CC3)o2)c1	-6.3	-2.7	-14.3	1.5	2.3	-8.2	-3.0	-3.4	2.5	0.9
Cc1ccc(-c2nc3ncccc3o2)cc1NC(=O)c1ccc([N+](=O)[O-])o1	-5.4	-6.4	10.0	4.8	1.9	-30.5	0.5	-3.6	-1.3	-0.1
Cc1ccc(-c2ccc(/C=N\NC(=O)C3C(=O)NCC3c3ccccc3)o2)cc1Cl (configuration not stated)	-49.6	-3.3	2.6	2.6	5.4	-15.6	-2.2	-5.3	3.3	1.8

Screening data from PubChem.
